PfHsp90 yeast 2: growth inhibition of PfHsp90-expressing yeast, primary screen, antimalarial PfHsp90 inhibitor project, S. cerevisiae, BacTiter-Glo luminescence, single point, set 2; 310,000 compounds, 0.32% hits; inhibition, % at 9.4 µM; BacTiter-Glo ATP, 48 h; yeast lacking PDR1 and PDR3 efflux regulators;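 active means every replicate shows inhibition above about 80%, whatever the replicate mean, limit read from the data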;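 further: 0% = DMSO neutral controls and 100% = 20 µM radicicol positive controls; yeast relying on Plasmodium falciparum Hsp90 in place of its own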
PvdQ inh: P. aeruginosa PvdQ acylase inhibitors, primary screen, biochemical, fluorescence, plate reader and imaging, single point; PvdQ acylase [Pseudomonas aeruginosa LESB58]; purified PvdQ acylase; inhibition, % at 10 µM; 340,000 compounds, 0.063% hits; AID 488965, 2010; in the data active means inhibition above about 30%, passing the limit was not always enough;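 further: 0% = vehicle neutral wells and 100% = reference inhibitor wells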
Rtt109 Vps75: inhibitors of C. albicans Rtt109/Vps75 HAT, primary screen, biochemical, ThioGlo CoA-SH fluorescence, plate reader. Histone acetyltransferase RTT109 (Candida albicans (strain SC5314 / ATCC MYA-2876)), …. purified Rtt109/Vps75, 4 h. inhibition, % at 34.9 µM. 330,000 compounds, 0.16% hits. AID 540336, 2011;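 active means inhibition of at least 50% in every replicate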
CAL PDZ FP-1: untagged CAL PDZ binding inhibitors, primary screen, biochemical, fluorescence polarization, HTS. Golgi-associated PDZ and coiled-coil motif-containing protein (Homo sapiens), Q9HD26. purified CAL PDZ, TMR-peptide fluorescence polarization, 1 h. inhibition, % at 24.9 µM. 300,000 compounds, 0.92% hits. AID 602252, 2012;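 active means mean inhibition of at least 30% with at least half of replicates also reaching 30%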;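 further: 0% = DMSO neutral control and 100% = excess unlabeled competitor peptide PRC23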
dFosB act: activators of delta FosB homodimer, primary screen, biochemical, fluorescence polarization, TAMRA-CDK5 oligo, single point; Protein FosB (Mus musculus), P13346; 340,000 compounds, 0.99% hits; purified delta FosB; percent of positive-control signal above neutral wells; activation, % at 25 µM;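 active means mean activation above about 17%, with every replicate also reaching it, limit read from the data, passing the limit was not always enough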;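 further: fluorescence polarization rise as delta FosB binds a TAMRA Cdk5 AP-1 oligo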
SR-BI HDL uptake: inhibitors of SR-BI mediated HDL lipid uptake, primary screen, ldlA[mSR-BI] cells, fluorescence, single point. Scavenger receptor class B member 1 (Mus musculus), Q61009. ldlA[mSR-BI] CHO cells, DiI-HDL uptake fluorescence, 3 h. inhibition, % at 12.5 µM. 320,000 compounds, 0.96% hits;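 active means mean replicate inhibition of at least 70% and a set share of replicates each scoring 70 or more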;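 further: 0% = median of neutral control wells and 100% = median of positive control wells; values of inactives mirror those of a sister screen read the other way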
NSD2 HMT inh: NSD2 histone methyltransferase inhibitors, primary screen, biochemical, AlphaScreen, single concentration, set 2; inhibition, % at 12.5 µM; Histone-lysine N-methyltransferase NSD2 (Homo sapiens), O96028; 310,000 compounds, 0.54% hits; NSD2 peptide methylation, 120 min; in the data active means inhibition above about 50%
Target sequence (O96028 whole entry, looked up): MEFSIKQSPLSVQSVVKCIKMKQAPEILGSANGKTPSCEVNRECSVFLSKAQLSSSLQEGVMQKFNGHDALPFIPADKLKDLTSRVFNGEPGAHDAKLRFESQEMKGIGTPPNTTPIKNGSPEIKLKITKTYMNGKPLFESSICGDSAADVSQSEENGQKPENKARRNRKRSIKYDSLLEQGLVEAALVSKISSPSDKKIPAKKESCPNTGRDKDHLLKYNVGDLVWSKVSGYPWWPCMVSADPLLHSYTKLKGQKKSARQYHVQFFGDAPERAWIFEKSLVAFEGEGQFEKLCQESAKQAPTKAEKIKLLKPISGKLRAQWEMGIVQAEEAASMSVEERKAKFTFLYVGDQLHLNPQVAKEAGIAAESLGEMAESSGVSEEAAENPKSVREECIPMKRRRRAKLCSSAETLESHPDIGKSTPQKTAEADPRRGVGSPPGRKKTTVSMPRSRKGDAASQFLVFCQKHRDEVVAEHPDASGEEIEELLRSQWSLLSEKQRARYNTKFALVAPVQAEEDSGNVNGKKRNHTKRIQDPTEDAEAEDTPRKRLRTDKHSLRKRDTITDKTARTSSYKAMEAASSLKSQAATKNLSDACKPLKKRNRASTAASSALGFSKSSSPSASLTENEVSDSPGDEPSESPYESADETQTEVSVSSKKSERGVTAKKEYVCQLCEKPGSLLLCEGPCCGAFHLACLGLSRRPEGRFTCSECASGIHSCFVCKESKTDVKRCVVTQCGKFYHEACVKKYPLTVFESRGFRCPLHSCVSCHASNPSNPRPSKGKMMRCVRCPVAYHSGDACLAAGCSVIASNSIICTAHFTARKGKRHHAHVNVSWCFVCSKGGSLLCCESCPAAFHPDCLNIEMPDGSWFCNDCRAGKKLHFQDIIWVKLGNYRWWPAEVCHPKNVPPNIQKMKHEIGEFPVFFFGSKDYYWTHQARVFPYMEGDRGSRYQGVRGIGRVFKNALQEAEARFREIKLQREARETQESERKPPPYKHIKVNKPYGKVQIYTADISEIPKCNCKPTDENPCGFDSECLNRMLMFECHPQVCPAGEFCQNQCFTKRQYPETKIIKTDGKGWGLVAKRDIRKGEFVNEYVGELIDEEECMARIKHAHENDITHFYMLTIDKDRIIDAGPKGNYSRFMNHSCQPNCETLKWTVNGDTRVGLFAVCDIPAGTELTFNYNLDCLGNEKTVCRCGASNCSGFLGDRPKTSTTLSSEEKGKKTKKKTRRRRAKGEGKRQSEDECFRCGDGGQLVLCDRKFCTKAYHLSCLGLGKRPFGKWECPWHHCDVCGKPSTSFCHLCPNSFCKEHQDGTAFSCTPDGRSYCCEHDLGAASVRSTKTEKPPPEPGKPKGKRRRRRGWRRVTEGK
MITF act: activators of MITF-driven TRPM1 promoter reporter, primary screen, cell-based, SK-MEL-5, luciferase, single point | SK-MEL-5 TRPM1-promoter luciferase, 24 h; % of positive control, neutral wells = 0 | activation, % at 12.5 µM | 300,000 compounds, 0.75% hits;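 active means mean activation of at least 80% with every replicate also reaching 80%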;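 further: 0% = neutral control wells and 100% = parthenolide positive control wells; values of inactives mirror those of a sister screen read the other way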
CAL PDZ FP-2: CAL PDZ peptide-binding inhibitors, primary screen, biochemical, fluorescence polarization, Cer-tagged CAL PDZ, HTS | Golgi-associated PDZ and coiled-coil motif-containing protein (Homo sapiens), Q9HD26 | AID 504414, 2011 | purified CAL PDZ, TMR-peptide fluorescence polarization, 1 h | inhibition, % at 20 µM | 330,000 compounds, 0.02% hits;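 active means highest replicate inhibition of at least 40%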;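 further: plate controls were DMSO neutral control wells for no effect and unlabeled competitor peptide control wells for full effect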
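System: purified tagged CAL PDZ domain construct (CerCALP). Schedule: 1 h incubation at room temperature before polarization reading. Medium: 25 mM sodium phosphate pH 7.4, 150 mM NaCl, TCEP, IgG, Thesit. Read-out: percent inhibition from loss of millipolarization. Measured by: FP readout, S and P plane fluorescence. Probe or stimulus: fluorescent TMR peptide probe.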
SR-BI uptake up: activators of SR-BI mediated DiI-HDL uptake, primary screen, ldlA[mSR-BI] CHO cells, DiI fluorescence | 3 h; 100 = double the neutral-control signal | activation, % at 12.5 µM | 320,000 compounds, 0.096% hits;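 active means mean replicate activation of at least 60% and every replicate at or above 60%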;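 further: 0% = median plate neutral-control signal and 100% = twice that signal; values of inactives mirror those of a sister screen read the other way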
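Material – SR-BI-overexpressing, LDLR-lacking CHO cells · Medium – BSA-supplemented, HEPES-buffered Ham's F12, pH 7.4 · Doses – single concentration · Times – compound with DiI-HDL co-incubation, 3 h at 37 °C · Measured by – bottom-read fluorescence, 550/595 nm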
Active calls of the source: *; · = no result given.

SMILES | NSD2 HMT inh | MITF act | dFosB act | SR-BI HDL uptake | Rtt109 Vps75 | CAL PDZ FP-1 | PfHsp90 yeast 2 | CAL PDZ FP-2 | PvdQ inh | SR-BI uptake up
O=C(NCC1CCCO1)C1CCN(S(=O)(=O)Cc2ccccc2)CC1 (configuration not stated) | 9 | -1 | -2 | -16 | -3 | 3 | 16 | -2.2 | -3 | 16
COc1ccccc1NC(=O)CCCc1c[nH]c2ccccc12 | 12 | 7 | -5 | 10 | 8 | -4 | -34 | 0.2 | -3 | -10
COC(=O)Cc1[nH]n(-c2nc3ccccc3s2)c(=O)c1C(C)=Nc1ccc(OC)cc1 | · | -95 | -8 | · | 3 | -3 | 3 | -2.1 | -12 | ·
O=C(OCN1C(=O)c2ccccc2C1=O)C1CCCCC1 | 0 | -2 | -4 | 23 | 1 | 8 | 1 | -0.1 | 9 | -23
Cn1c(SCC(=O)N2c3ccccc3CCc3ccccc32)nnc1-c1ccc(O)cc1 | 2 | 4 | -5 | -9 | 0 | 7 | 16 | -0.3 | -5 | 9
CCN(CCCNC(=O)CNC(=O)Cn1cnc2ccccc2c1=O)c1cccc(C)c1 | · | · | -6 | 0 | -3 | · | 22 | 0.1 | -9 | 0
Cc1ccc(CNS(=O)(=O)c2ccc3c(c2)N(C)CCO3)cc1 | -6 | 0 | -6 | -12 | -6 | · | -4 | -0.4 | 1 | 12
CSCCC(NC(=O)c1cccc(C)c1)C(=O)NCc1cccs1 (configuration not stated) | -2 | -14 | 7 | -10 | -3 | 3 | · | 0.3 | 1 | 10
CCN(CC)CCNCc1cc(Cl)ccc1OCc1ccccc1F | 8 | 10 | 0 | -2 | -23 | -16 | -10 | -2.7 | -16 | 2
Cc1cc(NC(=O)COc2coc(CN3CCN(c4ccc(F)cc4)CC3)cc2=O)no1 | -4 | 1 | -2 | 8 | 5 | -8 | -20 | -1.6 | -8 | -8
COc1ccccc1NS(=O)(=O)c1ccc2oc(SCC(C)=O)nc2c1 | -11 | -13 | -6 | -6 | -3 | -5 | 30 | -2.3 | -11 | 6
CCn1c(SCC(=O)Nc2cc(OC)c(OC)c(OC)c2)nnc1-c1cccs1 | 5 | 10 | -8 | -19 | 63* | 1 | -4 | -1.6 | 3 | 19
COc1cc(N(C)C)c(NC(C)=O)cc1C(=O)O | -1 | · | 0 | -2 | -8 | -2 | 4 | 0.2 | -15 | 2
COc1ccc([N+](=O)[O-])cc1COc1ccc2c(-c3ccccc3)cc(=O)oc2c1 | · | 5 | -4 | -19 | -15 | -4 | 1 | 1.0 | 5 | 19
CC(SC(C)C(=O)NN=Cc1c[nH]c2ccccc12)C(=O)NN=Cc1c[nH]c2ccccc12 (configuration not stated) | 0 | -15 | -15 | 13 | 8 | · | · | 1.1 | -8 | -13
CCOc1ccccc1C1C(C(=O)OC)=C(N)OC2=C1C(=O)CCC2 (configuration not stated) | -1 | -4 | 11 | -12 | 0 | 1 | 6 | 0.8 | -7 | 12
CCOC(=O)c1c(-c2ccc(Cl)cc2)c(C#N)c(=O)n(N)c1N | 0 | 1 | -2 | -4 | -1 | 1 | · | 0.6 | 4 | 4
c1ccc(CN2CCC(N=C3NN=C(c4ccc5c(c4)OCCO5)CS3)CC2)cc1 | -2 | 35 | 18* | -1 | 17 | · | -28 | -1.1 | -10 | 1
O=C(COC(=O)c1cc([N+](=O)[O-])ccc1N1CCOCC1)Nc1c(Cl)cccc1C(F)(F)F | 0 | 1 | 0 | 41 | 22 | 5 | -10 | -3.6 | -17 | -41
CCSc1nc(C)c(CCOc2cccc(C)c2)c(=O)[nH]1 | 3 | 4 | -3 | -19 | -4 | -4 | -29 | -0.6 | -5 | 19
CC(NC(=O)CSc1nc2ccccc2n1CCC#N)c1ccc(F)cc1 (configuration not stated) | -1 | 0 | -6 | -6 | 0 | 0 | 8 | 0.2 | -12 | 6
COc1ccc(CNn2c(-c3cccc(C)c3)nc3ccccc3c2=O)cc1OC | · | -4 | 3 | 30 | 10 | 1 | 13 | -0.5 | 9 | -30
CC1(C)CC(=O)C(C2C3=C(CC(C)(C)CC3=O)Oc3c(Br)cc(Br)cc32)=C(O)C1 (configuration not stated) | 0 | · | -2 | 40 | -1 | -1 | 28 | -0.8 | -14 | -40
O=C(Nc1cccnc1)c1ccc(Br)s1 | -1 | 5 | -8 | -1 | 5 | -8 | 15 | · | 2 | 1
CC1CCN(CC(=O)NNC(=O)c2cccc(Br)c2)CC1 | -3 | 3 | 4 | · | 9 | 5 | -45 | -2.4 | -9 | ·
COc1ccc(/C=N/NC(=O)Cn2nc(C)c([N+](=O)[O-])c2C)cc1 | -1 | 4 | -7 | -12 | 10 | 2 | -19 | -0.8 | -9 | 12
COc1ccccc1-c1nc(SCc2ccccn2)n[nH]1 | -1 | -3 | 2 | 13 | -2 | 0 | -5 | -1.5 | 10 | -13
CNC(=S)N/N=C(\C)c1ccc(Cl)c(Cl)c1 | -1 | -11 | -8 | 39 | 4 | -8 | -1 | -1.1 | -1 | -39
Cc1nc(SCC2(C)CC2(Cl)Cl)n[nH]1 (configuration not stated) | -1 | 7 | 8 | 3 | 0 | -1 | 18 | -0.1 | -2 | -3
CC(=O)NC(Cc1ccccc1)C(=O)NC1CCN(c2ncccc2[N+](=O)[O-])CC1 (configuration not stated) | -1 | -9 | -5 | -13 | -1 | -4 | -13 | -0.8 | -3 | 13

Random excerpt: 3 entries already listed, in no set order.
SMILES | NSD2 HMT inh | MITF act | dFosB act | SR-BI HDL uptake | Rtt109 Vps75 | CAL PDZ FP-1 | PfHsp90 yeast 2 | CAL PDZ FP-2 | PvdQ inh | SR-BI uptake up
COc1ccc(CNn2c(-c3cccc(C)c3)nc3ccccc3c2=O)cc1OC | · | -4 | 3 | 30 | 10 | 1 | 13 | -0.5 | 9 | -30
Cc1nc(SCC2(C)CC2(Cl)Cl)n[nH]1 (configuration not stated) | -1 | 7 | 8 | 3 | 0 | -1 | 18 | -0.1 | -2 | -3
c1ccc(CN2CCC(N=C3NN=C(c4ccc5c(c4)OCCO5)CS3)CC2)cc1 | -2 | 35 | 18* | -1 | 17 | · | -28 | -1.1 | -10 | 1

(listing goes on)
SMILES | NSD2 HMT inh | MITF act | dFosB act | SR-BI HDL uptake | Rtt109 Vps75 | CAL PDZ FP-1 | PfHsp90 yeast 2 | CAL PDZ FP-2 | PvdQ inh | SR-BI uptake up
Cc1cc(C(=O)Cn2nc(C(=O)O)c3ccccc3c2=O)c(C)n1CCc1ccc(F)cc1 | -7 | 7 | -5 | 67 | 5 | -2 | -5 | -2.4 | -7 | -67
COc1ccc(Cl)c2sc(NC(=O)C3=COCCO3)nc12 | -3 | 30 | 4 | 18 | -9 | · | 29 | -0.6 | -5 | -18
CCOC(=O)C1=C(C)OC(N)=C(C#N)C1c1cc(SCC)oc1C (configuration not stated) | 5 | -8 | -13 | · | -2 | 3 | · | -0.7 | -11 | ·
NC(=S)N=Nc1c(O)n(CCCl)c2ccc(Br)cc12 | -1 | 5 | -1 | · | -2 | 0 | 0 | -1.4 | -12 | ·
Cc1ccc(CNS(=O)(=O)CCNC(=O)c2ccccc2)cc1 | -2 | 8 | 3 | -2 | -6 | 8 | · | -1.5 | 0 | 2
COc1ccc(NC(=O)CN(C)C2CCS(=O)(=O)C2)cc1 (configuration not stated) | -1 | -2 | 0 | -22 | -3 | · | -6 | -1.9 | -5 | 22
C[C@H](CO)N1C[C@H](C)[C@@H](CN(C)C(=O)Nc2ccc(C(F)(F)F)cc2)Oc2c(NC(=O)c3ccncc3)cccc2C1=O | · | 2 | -10 | -1 | -1 | -5 | 4 | -0.1 | -12 | 1
CC(C)CC(O)C1CCN(C(=O)CCc2nnc(-c3ccccc3)o2)CC1 (configuration not stated) | 2 | -5 | 0 | 3 | -18 | · | -44 | -0.2 | -12 | -3
O=C(O)c1cc(-c2c[nH]c3ccccc23)nc2ccc3ccccc3c12 | -5 | 5 | 0 | -12 | 12 | -3 | -16 | -2.2 | 3 | 12
CC(CCCN1CCCC1)Nc1ccnc2cc(Cl)ccc12 (configuration not stated) | 7 | -24 | 42* | 0 | -9 | -5 | -9 | -0.9 | -20 | 0
Cc1ccccc1NC(=O)Cn1c(=O)sc2ccccc21 | -2 | 2 | 1 | -1 | 8 | 3 | -4 | -0.8 | 3 | 1
CCc1nnc(NC(=O)CSc2nnc(-c3cccnc3)n2CCc2ccccc2)s1 | -1 | · | -13 | -16 | -6 | -4 | · | -1.0 | -2 | 16
Cc1ccccc1C(=O)N1CCC(C(=O)Nc2ccccn2)CC1 | 6 | 10 | -4 | -1 | -3 | 5 | 8 | -1.2 | 8 | 1
CCc1cccc(CC)c1NC(=S)N1CCn2cccc2C1c1ccncc1 (configuration not stated) | -1 | 3 | -5 | -54 | -6 | 2 | 7 | 0.2 | -8 | 54
O=C(O)c1nn(-c2ccccc2)nc1-c1nn(-c2ccccc2)nc1C(=O)O | 1 | -3 | -7 | -32 | -23 | 0 | -8 | -0.6 | -12 | 32
COc1ccc(-c2cc3c(=O)n(CC(=O)Nc4cccc(Cl)c4)nc(C)n3n2)cc1 | 16 | -9 | 24* | 25 | -5 | -3 | -1 | -2.2 | -8 | -25
Cc1ccc(C2C3=C(CCCC3=O)OC3=C2C(=O)CCC3)cc1 | 1 | -4 | -1 | 6 | 5 | 1 | 5 | 0.2 | 6 | -6
O=C(CCNS(=O)(=O)c1cccs1)NCc1cccs1 | -2 | · | 5 | 9 | 3 | 2 | · | -4.8 | -8 | -9
Cc1[nH]c(N=Nc2ccccc2)nc1N=Nc1ccccc1 | 24 | -18 | -2 | · | -12 | 6 | 104* | 2.0 | -5 | ·
CSc1nc2nccc(-c3ccc(-c4ccccc4)cc3)n2n1 | 0 | 8 | -3 | 1 | 0 | -1 | -11 | -3.2 | -8 | -1
CCC1=NN(C(=O)c2ccc(Br)cc2)C(O)(c2ccc(C)cc2)C1 (configuration not stated) | 6 | 3 | -12 | -5 | 4 | -4 | 19 | -5.0 | -5 | 5

Screening data (PubChem BioAssay)
